Bioassay records (PubChem)
PLK1 PBD inh – qHTS for Inhibitors of PLK1-PDB (polo-like kinase 1 - polo-box domain): Primary Screen; Plk1 PBD binding of FITC phosphopeptide, fluorescence polarization; Potency, µM, inactives show max response, negative = inhibition, most hits filed as inhibitors; 360,000 compounds, 2.8% hits; also: potency is read from the fitted curve at half-maximal effect; series mostly up to about 57 µM; % is scaled to controls: 0 for no effect and ±100 for the full control effect; nearly all actives have a fitted effect of over 65% in size
EPAC1 antagonist – qHTS for Antagonist of cAMP-regulated guanine nucleotide exchange factor 3 (EPAC1): primary screen; EPAC1 GEF assay, Rap1b-BODIPY-GDP exchange fluorescence; Potency, µM (titrated, usually from 115 µM), without a hit: at the highest dose activity change, negative = inhibition, actives largely listed as inhibitors; 360,000 compounds, 0.14% hits;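 also: potency is read from the fitted curve at half-maximal effect; plate controls were vehicle for no effect and positive control for full effect; nearly all actives have a fitted effect of over 50% in size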
GLP1R ag – qHTS of GLP-1 Receptor Agonists | Glucagon-like peptide 1 receptor (Homo sapiens), P43220 | Potency, µM (series often up to 45.6 µM), for the others: at the highest dose activation, most hits filed as activators | 380,000 compounds, 0.007% hits | HEK293 GLP-1R CRE-luciferase, luminescence, 4-6 h; cells express a hypersensitive GLP-1R form; also: potency is read from the fitted curve at half-maximal effect; % of control where 0% means no effect
Target sequence (P43220 whole entry, looked up): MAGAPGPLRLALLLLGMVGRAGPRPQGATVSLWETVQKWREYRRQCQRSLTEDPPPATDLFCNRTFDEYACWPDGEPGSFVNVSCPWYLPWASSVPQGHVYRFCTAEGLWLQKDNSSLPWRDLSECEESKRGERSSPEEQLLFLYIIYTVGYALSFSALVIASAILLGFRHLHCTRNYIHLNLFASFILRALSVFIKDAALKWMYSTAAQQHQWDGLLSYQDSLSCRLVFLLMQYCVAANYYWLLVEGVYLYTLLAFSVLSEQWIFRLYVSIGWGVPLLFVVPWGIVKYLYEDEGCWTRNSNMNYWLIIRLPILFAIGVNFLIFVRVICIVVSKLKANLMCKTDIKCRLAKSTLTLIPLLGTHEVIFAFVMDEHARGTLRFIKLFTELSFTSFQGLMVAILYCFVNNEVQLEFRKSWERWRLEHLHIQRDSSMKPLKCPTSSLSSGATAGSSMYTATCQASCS
PTHR1 agonist – qHTS for PTHR1 Agonists: Primary Screen. Parathyroid hormone/parathyroid hormone-related peptide receptor (Homo sapiens), Q03431. HEK293 GP2 PTHR1 cells, GloSensor cAMP luminescence, 1 h. Potency, µM (titrated, usually from 115 µM), inactives show at the highest dose activation, most hits filed as activators. 410,000 compounds, 0.075% hits; also: potency is read from the fitted curve at half-maximal effect; nearly all actives have a fitted effect of over 55% in size; some results filed as inactive show a strong effect at the top dose; inactives centre near -15; many of its hits are not listed in these tables
Target sequence (Q03431 whole entry, looked up): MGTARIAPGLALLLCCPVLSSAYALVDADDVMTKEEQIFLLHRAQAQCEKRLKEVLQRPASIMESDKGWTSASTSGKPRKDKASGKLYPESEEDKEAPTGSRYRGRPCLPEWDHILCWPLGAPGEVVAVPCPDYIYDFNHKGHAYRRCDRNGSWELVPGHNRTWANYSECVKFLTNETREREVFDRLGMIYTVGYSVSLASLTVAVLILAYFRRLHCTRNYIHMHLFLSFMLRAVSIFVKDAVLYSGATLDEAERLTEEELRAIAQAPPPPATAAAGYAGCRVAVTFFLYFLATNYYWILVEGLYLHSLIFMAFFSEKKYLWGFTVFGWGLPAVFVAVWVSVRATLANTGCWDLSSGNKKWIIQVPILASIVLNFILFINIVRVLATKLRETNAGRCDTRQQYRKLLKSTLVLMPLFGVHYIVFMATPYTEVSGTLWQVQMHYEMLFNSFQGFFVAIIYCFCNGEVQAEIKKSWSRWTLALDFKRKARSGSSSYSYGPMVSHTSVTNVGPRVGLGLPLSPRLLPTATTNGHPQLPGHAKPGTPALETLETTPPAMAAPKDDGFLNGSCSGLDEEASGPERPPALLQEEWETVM
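HEK-293-derived GP2 cells expressing PTHR1 and a GloSensor cAMP reporter, 3,000/well, plated overnight, given luciferin plus IBMX (each 0.5 mM as added) for 1 h at 37 °C, then compound for 1 h at 37 °C. Luminescence was read after 15 min at room temperature.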
IL-2 act – qHTS of IL-2 Activators | IL-2 activation reporter assay, cell-based qHTS; stimulated with anti-CD3/CD4/CD28 beads; in transgenic mouse T cells | activation, % (series mostly up to about 46 µM) | 360,000 compounds, 0.065% hits; in the data active = activation above about 50%; inconclusive = mostly about 30% to 49%; also: 0% is about no effect
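EGFP and DsRed fluorescence is measured by plate cytometry in unstimulated transgenic mouse T cells exposed to compound for 60 minutes, then stimulated 18 hours at 37 degrees C with anti-CD3/anti-CD4 beads plus anti-CD28.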
EPAC1 agonist – qHTS for Agonist of cAMP-regulated guanine nucleotide exchange factor 3 (EPAC1): primary screen. 360,000 compounds, 0.073% hits. Rap guanine nucleotide exchange factor 3 (Homo sapiens), O95398. EPAC1 agonist qHTS, biochemical assay; response scale: 100% = response to 6.5 mM cAMP. Potency, µM (highest dose often 154 µM), for inactives: at the highest dose activation, usual class: activators; also: potency is read from the fitted curve at half-maximal effect; nearly all actives have a fitted effect of over 60% in size
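Nucleotide exchange assay: 100 nM EPAC1 with 250 nM Rap1B loaded with BODIPY-GDP and 50 uM GDP, room temperature. Fluorescence (480/540 nm) read every 5 min for 30 min; signal change normalized to 6.5 mM cAMP as full agonist.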
GLP1R cytotox – qHTS of GLP-1 Receptor Inverse Agonists: Cytotox Screen. Potency, µM (top dose mostly 38.3 µM), for inactives: at the highest dose activity change, negative = inhibition, most hits filed as inhibitors. 410,000 compounds, 0.13% hits. HEK293 cAMP-luciferase reporter cells, luminescence, 24 h;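 also: loss of luciferase light is scored as toxicity; potency is read from the fitted curve at half-maximal effect; % is scaled to controls: 0 for no effect and ±100 for the full control effect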
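To flag toxic compounds, the library was rerun on cells for 24 hr at 37 deg C and 5% CO2. Viability-linked luminescence was captured 12 min after adding luciferase detection reagent.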
GLP-1R inv ag – qHTS of GLP-1 Receptor Inverse Agonists (Inhibition Mode); Glucagon-like peptide 1 receptor (Homo sapiens), P43220; HEK293 GLP-1R CRE-luciferase, luminescence, 24 h; GLP-1R form is constitutively active; Potency, µM (titrated, usually from 38.3 µM), without a hit: top-dose activity change, negative = inhibition, most hits filed as inhibitors; 410,000 compounds, 1.6% hits; AID 624417, 2012; also: potency is read from the fitted curve at half-maximal effect; % is scaled to controls: 0 for no effect and ±100 for the full control effect; nearly all actives have a fitted effect of over 55% in size
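Inverse agonism was detected as reduced cAMP-driven luciferase luminescence after 24 h compound treatment. The cells were HEK293 clones expressing constitutively active human GLP-1R with the reporter. Reporter-only and GPR119 cell lines served as counterscreen controls.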
PI5P4Ka inh – qHTS for Inhibitors of phosphatidylinositol 5-phosphate 4-kinase (PI5P4K) | max response, % | 330,000 compounds, 1.2% hits | PI5P4Kalpha enzyme, ADP-Glo luminescence, 60 min; hits give low values | Phosphatidylinositol 5-phosphate 4-kinase type-2 alpha (Homo sapiens), P48426; active = max response of -50% or lower; inconclusive = between -30% and -50%; inactive = -30% or higher; also: value at the top dose of about 77 µM; % is scaled to controls: 0 for no effect and ±100 for the full control effect
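Compounds were pin-transferred onto PI5P4Kalpha and substrate in HEPES pH 7.4 buffer with EGTA, CHAPS and 5% DMSO. ATP (5 microM final) started the reaction, which ran 60 minutes at room temperature before ADP-Glo detection.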
* hit, by the source's call; i = inactive; ? = inconclusive; nt = no result given; & = joins results of further samples; [ ] = remark or other dose. Unless noted, calls follow the shape of the dose curve; as a rule, active = well fitted curve in the direction sought with a large enough effect; inconclusive = small, poorly fitted or top-dose-only effect, or another doubt; inactive = no such curve, though single readings can be large; an effect the other way counts as inactive or inconclusive.

Fields – IL-2 act	PLK1 PBD inh	GLP-1R inv ag	PI5P4Ka inh	GLP1R ag	EPAC1 antagonist	GLP1R cytotox	PTHR1 agonist	EPAC1 agonist
> O=C(CCc1ccccc1)Nc1sc2c(c1C(=O)O)CCCC2
    -0.8	-4%	?	-6	-2%	-3%	-4%	-42%	-2%
> CC(C)Nc1ncnc2c1ncn2[C@H]1CN(Cc2ccccc2)C[C@@H](CO)O1
    1.0	-3%	48%[activator]	3	3%	4%	6%	-6%	-5%
> C=CCNC(=S)Nc1ccc(C)cc1[N+](=O)[O-]
    -0.1	-7%	4%	20	2%	5%	-6%	-28%	-12%
> Cc1cc(C)nc(/N=C(\N)C2=C(O)CC(C)(C)CC2=O)n1
    0.7	-2%	48%[activator]	0	4%	12%	-1%	-12%[57.5 µM]	0%
> CC(=O)c1ccc(NC(=O)[C@@H]2CCCN2C2=NS(=O)(=O)c3ccccc32)cc1
    1.4	3%	9%	5	-3%	3%	1%	-20%	-2%
> CCOc1ccccc1NC(=O)c1ccc2[nH]c(C)c(C)c2c1
    -2.6	6%	3%	-11	17%	-14%	9%	i	-12%
> CC(C)NC(=O)CC(=O)N/N=C/c1cccs1
    -0.1	-8%	7%	-6	6%	9%	5%	-2%	4%
> COc1ccc(CN(C(=O)c2ccco2)c2ccccc2)cc1
    -0.1	-1%	?	-2	27%	-18%	-4%	i	1%
> Nc1ccc(S(=O)(=O)N2CCCC2)cc1
    0.6	-10%	6%	1	2%	1%	3%	-15%	6%
> CCOc1ccc(OCCCC(=O)Nc2cc(Cl)ccc2-n2cncn2)cc1
    -0.1	-9%	?	1	-2%	-19%	-24%	-24%	-4%
> CCN(CC)c1ccc(C=Nc2ccc(C)cc2C)c(O)c1
    -1.3	-4%	-19%	0	4%	1%	-4%	-15%	-11%
> COc1ccc2nc(NC(=O)C3CCCN(S(=O)(=O)c4c(C)noc4C)C3)sc2c1 (stereo not drawn)
    0.0	23%	-5%	4	6%	-16%	-1%	-39%[inhibitor]	4%
> Cc1nc(NCC2CCCO2)c2nnn(Cc3c(F)cccc3Cl)c2n1 (stereo not drawn)
    4.2	-5%	17%	-5	16%	9%	12%	-14%	-9%
> CCOC(=O)C1=C(N)c2ccccc2CC1C1CCCC1 (stereo not drawn)
    -0.2	3%	?	23	13%	-6%	-10%	-19%	-13%
> CCCN1CCN(c2ncnc3scc(C4COc5ccccc5O4)c23)CC1 (stereo not drawn)
    -1.3	-8%	?	2	10%	5%	8%	?	16%
> COCCNC(=O)C1(C)CCCN(C(=O)c2ccc(C(F)(F)F)cc2)C1 (stereo not drawn)
    0.0	1%	31%[activator]	-1	5%	-4%	0%	i	-12%
> COc1ccc(CCCc2nnc(SCC(=O)N/N=C\c3ccc(O)c(OC)c3)o2)cc1C
    -0.5	-2%	-1%	3	26%	5%	-5%	-40%[inhibitor]	17%
> CCOC(=O)C1CCN(C(=O)c2sc3ncnc(N4CCC(C)CC4)c3c2C)CC1
    -2.0	-9%	0%	nt	18%	4%	10%	i	2%
> COc1ccc(/C=N/NC(=S)Nc2ccccc2)cc1COc1ccc(F)cc1
    -3.0	-12%	3%	-2	-21%	-19%	2%	-14%	0%
> O=C(NC1CCCCCC1)C(=S)NC1CCCCC1
    1.2	?	21%	4	1%	-25%	18%	-10%	2%
> O=C(Nc1ccccc1)c1ccccc1Br
    1.3	-4%	28%	3	-5%	12%	3%	20%	-6%
> COc1ccc(C(=O)CCC(C)(C)[N+](=O)[O-])cc1OC
    0.0	-1%	80%[activator]	5	11%	5%	10%	i	0%
> Cc1ccc(S(=O)(=O)N(C)C)cc1NC(=O)COC(=O)COc1ccc2c(C)cc(=O)oc2c1
    -4.7	-4%	12%	-5	-7%	-3%	-13%	-13%	5%
> Cc1ccc(S(=O)(=O)N2CCN(C(=O)Cn3nc(C)c([N+](=O)[O-])c3C)CC2)c(C)c1
    1.3	4%	-35%	-2	2%	-8%	-11%	-87%[inhibitor]	-7%
> Cc1nnc(SCC(=O)NN2C(=O)NC3(CCCCC3)C2=O)s1
    -0.5	-5%	-1%	-6	-2%	-12%	-17%	i	3%
> COc1cc2c(cc1OC)CN(C(=O)c1cc(S(=O)(=O)N3CCOCC3)ccc1Cl)CC2
    0.1	-12%	30%[activator]	2	0%	10%	3%	i	11%
> Cc1c(C(=O)Nc2c(F)cccc2F)sc2ncn(CC(=O)N3CCCCC3)c(=O)c12
    -1.4	-6%	-14%	0	0%	-2%	3%	-7%	7%
> CC(C)n1nc(C(=O)Nc2nnc(SCc3c(Cl)cccc3Cl)s2)c2ccccc2c1=O
    -0.9	-14%	0%	nt	-2%	4%	5%	26%[57.5 µM]	5%
> Cc1ccccc1NC(=O)Cc1nc(COC(=O)C(C)C)cs1
    0.5	-4%	1%	0	-2%	17%	0%	-1%	0%
> O=C(c1cccc(N2C(=O)C3CC=CCC3C2=O)c1)N1CCCc2ccccc21 (stereo not drawn)
    -0.2	-10%	-1%[0.307 µM]	-11	-10%	-25%	-1%[0.307 µM]	-5%	4%
> Cc1nn(-c2ccccc2)c(C)c1/C=N/Nc1nc2ccccc2[nH]1
    -2.7	-14%	?	-22	18%	-22%	?	-27%	-3%
> Cc1ccc(S(=O)(=O)NC(=O)c2ccccc2F)cc1
    1.4	-14%	12%	-1	-4%	-8%	-11%	-16%	0%
> COc1ccc(N2CCN(S(=O)(=O)CCNC(=O)c3cc(=O)c4ccccc4o3)CC2)cc1
    0.1	-11%	12%&14%	7	10%	3%	2%&-6%	-11%	11%
> CCCC(=O)Nc1cc(-c2nn(C)c(=O)c3ccccc23)ccc1N1CCCCC1
    1.4	-3%	0%	nt	-6%	-6%	-5%	i	3%
> CC(C)Sc1nc(-c2cccs2)nc2cc(Cl)ccc12
    -0.5	-2%	8%	11	21%	9%	2%	i	7%
> CCOC(=O)c1cc(-c2csc(-c3cccc(Cl)c3)n2)on1
    -0.3	-8%	12%	3	-25%	-15%	4%	?	-1%
> CCOC(=O)c1c(NC(=O)COC(=O)c2nccnc2N)sc2c1CCC2
    -0.6	-14%	18%	-5	-2%	-27%	-6%	-4%	-2%
> COc1ccccc1/C=C/C(=O)OCCCN(C)C
    -0.6	-5%	-26%	0	0%	3%	-4%	i	8%
> CCc1ccc(N2CCN(CCNC(=O)Nc3ccc(OC)cc3)CC2)cc1
    -0.5	1%	-21%	6	4%	1%	5%	i	1%
> N#Cc1c(-c2ccco2)nc(NCC2CCCO2)[nH]c1=O (stereo not drawn)
    0.1	-1%	4%	0	-13%	-4%	0%	i	-8%
> NC(=O)COc1ccc(NC(=O)c2ccccc2-c2ccccc2)cc1
    -0.9	-10%	2%	1	-3%	19%	4%	i	19%
> CC(=O)Nc1ccc(S(=O)(=O)NC(C)CCc2ccccc2)cc1 (stereo not drawn)
    0.7	-10%	?	3	5%	2%	-2%	-2%	8%
> COC(=O)C1=CN(C2CC2)C=C(C(=O)OC)C1c1ccc(C(=O)OC)cc1
    -1.8	2%	3%	nt	5%	5%	153%[activator]	i	5%
> COc1ccc(S(=O)(=O)N2CCN(Cc3cccc(Cl)c3)CC2)cc1
    2.5	-8%	?	14	1%	-4%	23%	-10%[57.5 µM]	17%
> CCOC(=O)C1CCCN(C(=O)c2ccc(OCC)cc2)C1 (stereo not drawn)
    0.0	-2%	0%	nt	0%	-12%	-9%	i	0%
> O=C(Nc1ccc(F)c(F)c1)c1cnc(-c2ccccc2)nc1-c1ccccc1
    1.1	-6%	-2%	0	4%	-4%	11%	-22%	2%
> COc1ccc(C(=O)c2sc3nc(-c4ccc(F)cc4)ccc3c2N)cc1
    nt	nt	5%	nt	-1%	nt	64%[activator]	-5%	nt
> Cc1ccc(Nc2c([N+](=O)[O-])c(=O)oc3ccccc23)cc1
    -3.4	-7%	-26%	-8	8%	-5%	?	-22%	4%
> O=C(NCc1ccco1)C(=O)N1CCCC1
    -0.9	-6%	9%	3	-1%	-18%	-8%	i	-15%
> CCOC(=O)N1CCN(c2nnc(-c3ccc(C)cc3)c3ccccc23)CC1
    -0.8	-6%	?	5	18%	6%	-11%	-25%	4%
> O=C(NNc1c(Cl)cccc1Cl)c1ccno1
    1.1	-3%	?	-1	3%	6%	-25%	i	15%
> COc1cccc(C2C(C(=O)c3cc4cccc(OC)c4o3)=C(O)C(=O)N2c2cc(C)on2)c1OC (stereo not drawn)
    -0.5	-11%	?	-17	-24%	-24%	-5%	-24%[57.5 µM]	4%
> Cc1ccccc1-c1nc(C#N)c(N2CCC(C)CC2)o1
    -1.7	-3%	?	16	20%	5%	17%	i	10%
> Cc1sc2ncnc(SCC(=O)NCC3CCCO3)c2c1C (stereo not drawn)
    1.2	-7%	11%	-3	0%	-1%	-3%	i	5%
> C=CCSc1nnc(NC(=O)COc2ccccc2)s1
    0.2	7%	19%	-1	6%	-9%	-5%	-36%	-3%
> Cc1ccc(-c2nc3ncccn3c2NC(=O)C2CC2)cc1
    1.6	-8%	4%	0	12%	0%	17%	-13%[57.5 µM]	-6%

These rows are one share of the data. The share of hits here may be higher or lower than overall.
